PGK inhibitor: qHTS Assay to Find Inhibitors of Phosphoglycerate Kinase | Phosphoglycerate kinase, glycosomal (Trypanosoma brucei brucei), P07378 | PGK/GAPDH coupled, Kinase-Glo luminescence, 60 min | Potency, µM (titrated, usually from 57.5 µM), inactives show top-dose activity change, negative = inhibition, actives largely listed as inhibitors | 380,000 compounds, 0.043% hits; note: potency is the fitted concentration of half-maximal effect; % is set by controls: 0 for no effect and ±100 for the full control effect; nearly all actives have a fitted effect of over 60% in size
Target sequence (P07378 whole entry, looked up): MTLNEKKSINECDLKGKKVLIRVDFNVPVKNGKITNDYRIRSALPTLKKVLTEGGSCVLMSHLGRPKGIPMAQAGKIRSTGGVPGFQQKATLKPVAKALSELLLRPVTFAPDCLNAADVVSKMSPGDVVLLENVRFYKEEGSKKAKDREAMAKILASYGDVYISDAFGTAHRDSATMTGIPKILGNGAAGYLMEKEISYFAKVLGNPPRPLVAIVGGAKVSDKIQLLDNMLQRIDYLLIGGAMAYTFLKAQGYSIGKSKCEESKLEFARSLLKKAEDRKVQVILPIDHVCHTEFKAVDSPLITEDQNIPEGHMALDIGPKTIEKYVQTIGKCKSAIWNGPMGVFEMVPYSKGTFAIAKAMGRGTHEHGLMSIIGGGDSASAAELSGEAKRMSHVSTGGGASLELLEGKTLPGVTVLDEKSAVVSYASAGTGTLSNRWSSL
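Recombinant glycosomal PGK reaction used 1,3-bisphosphoglycerate generated in-well by GAPDH (100nM final) in 100mM TEA pH 7.6, 5mM MgCl2, 0.01% Tween-20. After 60 minutes at room temperature, ATP was read by Kinase-Glo Plus luminescence end-point.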
POLK inh: qHTS for Inhibitors of Polymerase Kappa | 400,000 compounds, 0.53% hits | DNA polymerase kappa (Homo sapiens), Q9UBT6 | purified Pol kappa, fluorescent DNA synthesis assay, 10 min | Potency, µM (highest dose often 107 µM), inactives show at the highest dose activity, negative = inhibition, most hits filed as inhibitors; note: potency is the fitted concentration of half-maximal effect; % is set by controls: 0 for no effect and ±100 for the full control effect
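Kinetic fluorescence readout at 0 and 10 min followed reaction start with substrate at 50 nM final. Beforehand, enzyme (10 nM Pol kappa) stood 15 min with compound at room temperature; buffer-only wells were negative controls.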
POLI inh: qHTS for Inhibitors of Polymerase Iota; DNA polymerase iota (Homo sapiens), Q9UNA4; Pol iota fluorescent replication assay, 10 min; 390,000 compounds, 1% hits; Potency, µM (series often up to 115 µM), for inactives: top-dose activity, negative = inhibition, usual class: inhibitors; note: potency is the fitted concentration of half-maximal effect
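Fluorescent replication assay read twice, at 0 min and 10 min after adding 50 nM (final) substrate. Enzyme (10 nM) and compounds were first incubated 15 min at room temperature; enzyme-free buffer wells were negative controls.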
APEX1 inh: qHTS Assay for Inhibitors of the Human Apurinic/apyrimidinic Endonuclease 1 (APE1) | DNA repair nuclease/redox regulator APEX1 (Homo sapiens), P27695 | recombinant APE1, TAMRA/BHQ-2 abasic DNA cleavage fluorescence | Potency, µM (highest dose often 65.8 µM), for inactives: at the top dose activity change, negative = inhibition, usual class: inhibitors | 350,000 compounds, 0.35% hits | AID 2517, 2012;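 note: potency is the fitted concentration of half-maximal effect; plate controls were vehicle for no effect and reference inhibitor for full effect; nearly all actives have a fitted effect of over 55% in size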
Target sequence (P27695 whole entry, looked up): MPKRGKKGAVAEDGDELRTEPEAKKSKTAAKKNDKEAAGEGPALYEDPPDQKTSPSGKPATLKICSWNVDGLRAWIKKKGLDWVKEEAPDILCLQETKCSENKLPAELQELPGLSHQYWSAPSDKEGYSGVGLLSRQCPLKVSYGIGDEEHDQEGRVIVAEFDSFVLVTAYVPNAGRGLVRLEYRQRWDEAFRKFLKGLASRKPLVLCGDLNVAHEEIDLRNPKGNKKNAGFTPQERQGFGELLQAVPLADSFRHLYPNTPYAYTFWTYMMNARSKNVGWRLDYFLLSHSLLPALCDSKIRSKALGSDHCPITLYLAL
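Step 1: APE1 (0.75 nM) with compound, 15 min RT. Step 2: add 50 nM fluorophore/quencher THF duplex. Step 3: three fluorescence reads 60 s apart (525/598 nm); read 3 minus read 1 = reaction progress.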
BLM helicase inh: qHTS Assay for Inhibitors of Bloom's syndrome helicase (BLM). Potency, µM (series often up to 56.1 µM), inactives show at the highest dose activity change, negative = inhibition, most hits filed as inhibitors. 350,000 compounds, 0.2% hits. RecQ-like DNA helicase BLM (Homo sapiens), P54132. recombinant BLM DNA unwinding, fluorescence dequenching;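 note: potency is the fitted concentration of half-maximal effect; plate controls were vehicle for no effect and no enzyme for full effect; nearly all actives have a fitted effect of over 35% in size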
Pol beta inh: qHTS Assay for Inhibitors of DNA Polymerase Beta | Pol beta primer extension/strand displacement, fluorescence kinetic | Potency, µM (top dose mostly 114 µM), without a hit: at the top dose activity change, negative = inhibition, actives largely listed as inhibitors | 340,000 compounds, 1.3% hits | AID 485314, 2010; note: potency is the fitted concentration of half-maximal effect; % is set by controls: 0 for no effect and ±100 for the full control effect
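Homogeneous kinetic assay of primer extension and strand displacement by 10 nM Pol beta, preincubated 15 min at room temperature with compound before 50 nM substrate (final) was added. Read at 0 and 10 min; four-parameter Hill fit.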
Pol eta inh: qHTS for Inhibitors of Polymerase Eta; recombinant Pol eta, fluorescent DNA replication assay; 390,000 compounds, 1.2% hits; Potency, µM (top dose mostly 114 µM), inactives show at the highest dose activity change, negative = inhibition, most hits filed as inhibitors; note: potency is the fitted concentration of half-maximal effect; % is set by controls: 0 for no effect and ±100 for the full control effect
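Pol eta (10 nM) was preincubated with compounds for 15 min at room temperature, after which fluorescent replication substrate (50 nM final) was added to start the reaction. Fluorescence was read kinetically at 0 and 10 min.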
RXFP1 antagonist: qHTS Assay for Antagonists of the Relaxin Receptor RXFP1 | HEK293-RXFP1, relaxin-stimulated cAMP HTRF, 30 min; hits give low values | activity change, negative = inhibition, % at 57.5 µM | 350,000 compounds, 0.59% hits | AID 1259400, 2018;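 active = activity change of -60% or lower, but not beyond a set lower limit; inconclusive = change between -60% and -40%, or beyond the set limit; inactive = change above -40%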; note: % is set by controls: 0 for no effect and ±100 for the full control effect
Apoferritin bind: qHTS Assay for Identification of Novel General Anesthetics. 350,000 compounds, 0.074% hits. Potency, µM (top dose mostly 77.5 µM), without a hit: at the top dose activity change, negative = displacement, hits mostly inhibitors. apoferritin/1-aminoanthracene competitive binding, fluorescence. AID 485281, 2010. Ferritin light chain (Equus caballus), P02791; note: potency is the fitted concentration of half-maximal effect; % is set by controls: 0 for no effect and ±100 for the full control effect; nearly all actives have a fitted effect of over 20% in size
Target sequence (P02791 2-175 limits assumed): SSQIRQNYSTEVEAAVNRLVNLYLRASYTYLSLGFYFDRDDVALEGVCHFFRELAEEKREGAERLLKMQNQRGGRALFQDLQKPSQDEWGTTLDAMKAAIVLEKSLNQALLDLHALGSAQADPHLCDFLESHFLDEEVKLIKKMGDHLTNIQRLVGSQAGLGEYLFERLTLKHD
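Steps: apoferritin (10 uM) was premixed with half-saturated 1-AMA in PBS, compounds were pin-transferred, plates stood 10 min at room temperature, fluorescence was read at 380/535 nm, and curves were fitted with a Hill equation.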
* marks the source's active call; other numbers are inactive results; i = inactive; ? = inconclusive; nt = not tested or not shown; & = joins results of further samples; [ ] = another dose, or the depositor's remark. Unless noted, calls come from the whole dose curve; as a rule, active = well fitted curve in the direction sought with a large enough effect; inconclusive = small, poorly fitted or top-dose-only effect, or another doubt; inactive = no such curve, though single readings can be large; an effect the other way counts as inactive or inconclusive. Only part of the results is shown; the hit share may differ from the screen's.

No.	Molecule	PGK inhibitor	POLK inh	POLI inh	APEX1 inh	BLM helicase inh
1	CN(CC(=O)Nc1cccc(F)c1)C(=O)CCc1nc2sc3c(c2c(=O)[nH]1)CCCC3	-4%	-28%	?	30%	nt
2	CCCN(CCC)Cc1c(C(=O)N/N=C/c2cccs2)nnn1-c1nonc1N	-1%	-8%	-2%	-7%	-10%
3	CC1CCC(N2CCN(C(=O)c3ccccc3F)CC2)CC1 (stereo not given)	-2%	-11%	-1%	41%	1%
4	O=C(Nc1cccs1)N1CCN(c2ncccn2)CC1	nt	0%	2%	-1%	0%
5	NC(=O)c1c(N)sc2c1CCC2	-2%	-52%	?	17%	-15%
6	COc1ccc(NC(=O)CN(C)S(=O)(=O)c2ccc3c(c2)CCCN3C(C)=O)cc1Cl	9%	-2%[60.1 µM]	15%	nt	-2%
7	CC1CCN(CCCNC(=O)CCc2nnc3n(CCc4ccccc4)c(=O)c4ccccc4n23)CC1	5%	-5%	39%[activator]	-40%	-13%
8	Cn1c(SCC(=O)Nc2ccc3c(c2)oc2ccccc23)nnc1-c1ccccc1	-6%	-12%&3%	?	-2%	-8%
9	Cn1c(SCc2cc(=O)n3cc(Br)ccc3n2)nnc1C1COc2ccccc2O1 (stereo not given)	-9%	-38%	?	?	0%
10	CCN1CCCC1Cn1cnc2c([nH]c3ccc(OC)cc32)c1=O (stereo not given)	-1%	-6%	47%[activator]	10%	0%
11	CCCCCCCCCCCCN1C/C(=C\C(=O)OCC)c2ccccc2S1(=O)=O	-8%	9%&-20%	9%&26%	-24%	-15%
12	Cc1cc(C)nc(N2CCCC(C(=O)Nc3ccc4nc(C)c(C)nc4c3)C2)n1 (stereo not given)	13%	-2%	11%	9%	-11%
13	Cc1cc2ncc(S(=O)(=O)c3ccccc3)c(N)n2n1	-4%	-6%	85%[activator]	1%	0%
14	COc1ccc(C(C(=O)NCC2CCCO2)N(C(=O)CNC(=O)c2cccs2)c2ccccc2C)cc1OC (stereo not given)	5%	-2%	31%[activator]	-4%	-3%
15	O=C(Nc1ccccn1)c1cccc(S(=O)(=O)N2CCCCC2)c1	5%	-3%	23%	?	-11%

No.	Pol beta inh	Pol eta inh	RXFP1 antagonist	Apoferritin bind
1	nt	?	-14	nt
2	-2%	-17%	-23	-19%
3	23%	-13%	-5	-2%
4	17%	3%	-5	-10%
5	37%	2%	-7	-5%
6	24%	-13%	-11	-13%
7	-1%	-4%	8	-8%
8	2.2µM*	-19%	-8	4%
9	?	?	-3	-20%
10	32%	-19%	-12	4%
11	9%	-13%	nt	-16%
12	38%	-3%	3	-14%
13	-14%	-1%	-12	0%
14	-2%	-26%	-22	-4%
15	7%	-16%	4	-2%

The list continues.
No.	Molecule	PGK inhibitor	POLK inh	POLI inh	APEX1 inh	BLM helicase inh
16	CC1CN(C(=S)c2cccc([N+](=O)[O-])c2)CC(C)O1 (stereo not given)	-2%	-15%	12%	2%	-1%
17	O=C(CNC(=O)c1ccc(Br)o1)Nc1ccc(F)c(S(=O)(=O)N2CCOCC2)c1	i	-4%	14%	2%	nt
18	O=[N+]([O-])c1ccc(Nc2ccccc2)nc1	1%	-8%	0%	-3%	-3%
19	Cc1ccccc1/C=C1\SC(=S)N(/N=C/c2cc([N+](=O)[O-])ccc2O)C1=O	3%	-23%	?	7%	-12%
20	COc1ccc(/C=C/C(=O)Oc2ccc(/C=N/NC(=O)COc3c(C)cccc3C)cc2)cc1	nt	nt	nt	12%	-2%
21	Cc1cc(C)c2[nH]c(=O)c(C(c3nnnn3Cc3ccc4c(c3)OCO4)N3CCCCC3)cc2c1 (stereo not given)	-1%	-4%	12%	1%	-5%
22	COc1cccc(C(=O)NCCS(=O)(=O)N2CCC3(CC2)OCCO3)c1	-2%	-13%	27%	12%	nt
23	Nc1c(C(=O)Nc2nc3ccccc3s2)sc2nc(-c3cccs3)ccc12	-7%	?	32µM*	0%	3%
24	COc1cccc(CCNC(=O)c2cccc(NC(=O)C3=C(C)OCCS3)c2)c1	-3%	-6%	?	10%	-3%
25	O=C(Nc1ccccc1)N(CCCN1CCOCC1)Cc1ccccc1F	-2%	-2%	21%	-3%	-1%
26	C/C(=C\C(=O)OCCCCCCCCC(=O)O)C[C@@H]1OCC(C[C@H]2O[C@H]2[C@@H](C)[C@H](C)O)[C@@H](O)[C@H]1O (stereo not given in full)	nt	-11%[60.1 µM]	nt	-8%	-4%
27	COC(=O)CSC1=C(C#N)C(c2cccc(OC)c2)CC(=O)N1 (stereo not given)	-2%	5%	29%	-2%	1%
28	COc1ccc(OC)c2sc(N3CCN(c4ccccc4)CC3)nc12	i	-9%	?	nt	nt
29	CC[C@]12c3[nH]c4cc(-c5ccco5)ccc4c3CCN1C(=O)[C@@H](CC(=O)NCCCOC)C[C@@H]2C(=O)N1CCN(C(=O)c2ccco2)CC1	1%	1%	?	8%	nt
30	CCOC(=O)C1=C(C)NC(=O)NC1c1cccs1 (stereo not given)	5%	-14%	34%[activator]	16%	-2%

No.	Pol beta inh	Pol eta inh	RXFP1 antagonist	Apoferritin bind
16	21%	-2%	-9	-6%
17	nt	-3%	-9	nt
18	-5%	-14%	-17	?
19	?	?	?	-11%
20	5%	nt	nt	-7%
21	-1%	-8%	-6	-15%
22	nt	-8%	-11	nt
23	-123%	89µM*	15	9%
24	-14%	-16%	-3	-6%
25	35%	-25%	17	-19%
26	nt	nt	nt	2%
27	9%	-17%	nt	-2%
28	nt	-1%	0	nt
29	nt	-22%	nt	nt
30	17%	-9%	10	-12%

Rewritten with one line to a screen: entries from further up
(8) Cn1c(SCC(=O)Nc2ccc3c(c2)oc2ccccc23)nnc1-c1ccccc1
(10) CCN1CCCC1Cn1cnc2c([nH]c3ccc(OC)cc32)c1=O (stereo not given)

assay / entry | 8 | 10
PGK inhibitor | -6% | -1%
POLK inh | -12%&3% | -6%
POLI inh | ? | 47%[activator]
APEX1 inh | -2% | 10%
BLM helicase inh | -8% | 0%
Pol beta inh | 2.2µM* | 32%
Pol eta inh | -19% | -19%
RXFP1 antagonist | -8 | -12
Apoferritin bind | 4% | 4%

Three of the compounds above, with bars between the fields.
nr | structure | PGK inhibitor | POLK inh | POLI inh | APEX1 inh | BLM helicase inh | Pol beta inh | Pol eta inh | RXFP1 antagonist | Apoferritin bind
16 | CC1CN(C(=S)c2cccc([N+](=O)[O-])c2)CC(C)O1 (stereo not given) | -2% | -15% | 12% | 2% | -1% | 21% | -2% | -9 | -6%
19 | Cc1ccccc1/C=C1\SC(=S)N(/N=C/c2cc([N+](=O)[O-])ccc2O)C1=O | 3% | -23% | ? | 7% | -12% | ? | ? | ? | -11%
27 | COC(=O)CSC1=C(C#N)C(c2cccc(OC)c2)CC(=O)N1 (stereo not given) | -2% | 5% | 29% | -2% | 1% | 9% | -17% | nt | -2%

The results go on.
No.	Molecule	PGK inhibitor	POLK inh	POLI inh	APEX1 inh	BLM helicase inh
31	COc1ccccc1C(=O)N1CCN(Cc2c[nH]c3ccccc23)CC1	-8%	4%	28%	-7%	0%
32	COc1cc(-c2nnc(COC(=O)c3cccn3C)o2)cc(OC)c1OC	0%	-25%	-18%	nt	nt
33	Cc1ccc(NC(=O)CSc2nc(C)c(Cc3ccccc3)c(=O)[nH]2)cc1	0%	-2%&0%	82%&19%[activator]	1%	-8%&-12%
34	COc1cc(CNC(C)C)ccc1OCC(=O)Nc1cccc2ccccc12	-1%	-4%	15%	63%[activator]	3%
35	O=C(Nc1cccnc1)C1CC(c2ccc(Cl)c(Cl)c2)=NO1 (stereo not given)	-2%	-13%	16%	-4%	-2%
36	COC(=O)c1ccc(CN2C(=O)c3ccccc3S2(=O)=O)cc1	i	-12%	1%	5%	0%
37	CCOc1ccc(N2C(=O)CC(NC3CCN(C(=O)c4cccc(Cl)c4)CC3)C2=O)cc1 (stereo not given)	-14%	3%	15%	30%	-1%
38	Cc1cc(S(=O)(=O)N2CCCC2)ccc1OCC(=O)Nc1ccc(C(N)=O)cc1	4%	2%	31%[activator]	3%	nt
39	Cn1c(=O)[nH]c(=O)c2c1ncn2CCN1CCCCC1	-3%	-5%	3%	0%	0%

No.	Pol beta inh	Pol eta inh	RXFP1 antagonist	Apoferritin bind
31	15%	-18%	-3	-2%
32	nt	15%	-21	nt
33	0%&16%	0%&-4%	-1	?
34	5%	-13%	-34	-9%
35	0%	-3%	-10	0%
36	2%	-14%	-3	-24%
37	27%	-16%	1	-6%
38	nt	-15%	1	nt
39	-14%	-18%	-13	-2%

Screen by screen, as entered above.
BLM helicase inh, compounds 31 to 39 → 0%, nt, -8%&-12%, 3%, -2%, 0%, -1%, nt, 0%
Pol beta inh, compounds 31 to 39 → 15%, nt, 0%&16%, 5%, 0%, 2%, 27%, nt, -14%

From PubChem
